# Source: PubChem BioAssay
# AddAB inh: growth inhibition of E. coli expressing H. pylori AddAB, primary screen, AddAB inhibitor project, absorbance | inhibition, % at 11.9 µM | hit rate 0.29% among 330,000 | AID 435030, 2010; in the data active = inhibition above about 12%;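 note: 0% = vehicle wells of infected cells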
# phage Ecoli inh: growth loss of phage-infected E. coli, primary screen, RecBCD inhibitor project, absorbance, with phage, HTS. inhibition, % at 11.9 µM. hit rate 0.26% among 360,000. AID 651602, 2012; in the data active = inhibition above about 11%
# PfHsp90 set2: growth inhibition of PfHsp90-expressing yeast, primary screen, antimalarial PfHsp90 inhibitor project, S. cerevisiae, BacTiter-Glo luminescence, single point, set 2 | inhibition, % at 9.4 µM | BacTiter-Glo ATP, 48 h; yeast lacking PDR1 and PDR3 efflux regulators | hit rate 0.32% among 310,000;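 active = every replicate shows inhibition above about 80%, whatever the replicate mean, limit read from the data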;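 note: 0% = DMSO neutral controls and 100% = 20 µM radicicol positive controls; yeast relying on Plasmodium falciparum Hsp90 in place of its own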
# OPRM1-OPRD1 inv: inverse agonists of MOR-DOR heterodimerization, primary screen, cell-based, luminescence; inhibition, % at 9.3 µM; hit rate 0.21% among 340,000; Mu-type opioid receptor (Homo sapiens) + Delta-type opioid receptor (Homo sapiens), …; cell-based MOR-DOR heterodimer luminescence, inverse agonism; in the data active = inhibition above about 22%, passing the limit was not always enough;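 note: 0% = cells with DMSO and 100% = wells without cells with DMSO; values of inactives mirror those of a sister screen read the other way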
# OPRM1-OPRD1 ag: agonists of OPRM1-OPRD1 heterodimerization, primary screen, cell-based, luminescence | activation, % at 9.3 µM | AID 504326, 2011 | cells | Mu-type opioid receptor (Homo sapiens) + Delta-type opioid receptor (Homo sapiens), … | hit rate 0.3% among 340,000; in the data active = activation above about 18%;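 note: 0% = vehicle-treated cells and 100% = reference agonist; values of inactives mirror those of a sister screen read the other way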
# Pemphigus Ab inh: inhibitors of pemphigus antibody binding to DSG3, primary screen, biochemical, bead-based, flow cytometry, scFv-GFP; Desmoglein-3 (Homo sapiens), P32926; DSG3-coupled beads, scFv-anti-DSG3-GFP binding; hits give low values; binding (percent of control), % at 10 µM; hit rate 0.48% among 310,000;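 active = binding more than 3 SD below its plate's average and above zero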;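 note: hits lower antibody fragment binding to DSG3; some compounds called inactive have numbers as strong as hits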
# Mot1-301 SUMO: yeast Mot1-301 growth rescue at high temperature, primary screen, SUMOylation pathway inhibitor project, S. cerevisiae, ATP luminescence, 38.5C. S. cerevisiae Mot1-301 growth rescue; percent above DMSO median, 100 means doubled. growth rescue, % at 18.8 µM. hit rate 1% among 320,000. AID 2716, 2010;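 active = every valid replicate shows activation above 250% relative to neutral control wells; inactive = the rest, any valid replicate at or below 250%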;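 note: OY570 slx delta 5 strain wells were the positive control but not used for scaling; some compounds called inactive have numbers as strong as hits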
# HTR5A inv ag: HTR5A inverse agonists in luminescence cell assay, primary screen, counter-screen for OPRM1-OPRD1 heterodimer inverse agonist project, full-deck HTS. 5-hydroxytryptamine receptor 5A (Homo sapiens), P47898. HTR5A cell line, inverse agonism. inhibition, % at 9.3 µM. hit rate 0.083% among 340,000; in the data active = inhibition mostly above about 23%, no sharp cut-off; inactive = mostly below about 18%;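 note: 0% = cells with DMSO and 100% = no-cell wells with DMSO; some compounds called inactive have numbers as strong as hits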
# Target sequence (P47898 whole entry, looked up): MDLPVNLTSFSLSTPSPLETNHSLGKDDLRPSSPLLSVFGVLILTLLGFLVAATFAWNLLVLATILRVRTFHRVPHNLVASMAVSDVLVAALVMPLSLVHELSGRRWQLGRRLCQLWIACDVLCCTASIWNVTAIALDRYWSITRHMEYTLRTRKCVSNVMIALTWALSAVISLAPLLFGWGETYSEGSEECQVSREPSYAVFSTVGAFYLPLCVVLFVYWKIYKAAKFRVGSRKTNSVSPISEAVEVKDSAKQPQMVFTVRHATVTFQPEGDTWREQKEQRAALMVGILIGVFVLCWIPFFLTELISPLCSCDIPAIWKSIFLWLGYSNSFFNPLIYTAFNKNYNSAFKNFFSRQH
# HTR5A ag ctr: HTR5A agonists in luminescence cell assay, primary screen, counter-screen for OPRM1-OPRD1 heterodimer agonist project, full-deck HTS. activation, % at 9.3 µM. cell-based. AID 504692, 2011. hit rate 0.61% among 340,000. 5-hydroxytryptamine receptor 5A (Homo sapiens), P47898; in the data active = activation mostly above about 9.5%, no sharp cut-off; inactive = mostly below about 7.6%;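 note: 0% = cells with vehicle only and 100% = reference agonist; strong numbers were not always called active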
# Ecoli viability: E. coli V3065 growth inhibition, primary screen, counter-screen for AddAB inhibitor project, absorbance, OD600; 18 h; inhibition, % at 11.9 µM; hit rate 0.27% among 330,000;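 active = inhibition above the campaign's mean inhibition across all tested compounds plus 3 SD, cut at about 9.9% in these data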;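 note: uninfected addAB+ strain grown without phage in ampicillin broth; 0% = DMSO wells and 100% = ciprofloxacin 0.95 µg/ml wells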
# PKA-R1A activ: activators of PKA-R1A holoenzyme, primary screen, biochemical, fluorescence polarization, Cy5-IP20, bovine R1A, mouse PKAc; PKA-R1A dissociation; scaled: DMSO 0%, 113 µM cGMP 100%; activation, % at 11.4 µM; hit rate 0.083% among 340,000;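 active = percent activation above the mean of all tested compounds plus 3 SD, cut at about 19% in these data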;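 note: higher means more PKAc released from R1A so a rise in polarization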
# An asterisk follows results filed as active; . = no result given.
SMILES,AddAB inh,phage Ecoli inh,PfHsp90 set2,OPRM1-OPRD1 inv,OPRM1-OPRD1 ag,Pemphigus Ab inh,Mot1-301 SUMO,HTR5A inv ag,HTR5A ag ctr,Ecoli viability,PKA-R1A activ
Cc1ccc2nc(NC(=O)/C=C/c3ccc4c(c3)OCO4)sc2c1,1.2,-1.7,-15,16,-3.0,96,258,-5,3,3.0,-4
Cc1c(Cl)cnc(NC(=O)COC(=O)CCS(=O)(=O)c2ccccc2)c1Cl,0.2,2.1,-49,9,-1.7,97,-7,-15,-2,-0.3,-7
O=C(c1ccc(OC2CCN(CCO)CC2)cc1)N1CCCC1,1.8,.,10,13,-2.4,.,-15,-27,-4,0.3,3
COc1ccccc1NC(=O)Cn1c2ccc(F)cc2c2nc3n(c(=O)c21)CCS3,3.1,1.4,18,17,-3.1,112,-2,-8,3,-3.0,-7
COc1ccc(NC(=O)Nc2cccc(OC)c2)cc1,3.2,0.8,9,20,-4.4,124,62,-19,7,0.1,-18
COCCN(C(=S)Nc1cc(C)ccc1C)C(C)c1cccnc1 (centres undefined),0.3,3.8,8,4,-0.9,105,-3,-11,3,1.5,-6
CC(C)NC(=O)CSc1nc(N)c(NC(=O)c2ccco2)c(=O)[nH]1,1.5,1.8,.,10,-1.6,85,-1,-2,1,-1.2,0
CC1(C)CC(N2CCN(C(c3ccccc3)c3ccccc3)CC2)=CC(=[N+]2CCCCC2)C1,1.5,-0.1,6,14,-2.6,90,28,-54,7,1.0,-7
COc1cc(/C=N/Nc2snc(SC)c2C#N)cc(OC)c1OC,1.2,1.4,-15,-46,8.2,99,9,7,-3,-3.5,-2
CCCCCn1c(SCC(=O)OCC)nc2cc(C(=O)NCc3ccco3)ccc2c1=O,0.1,0.8,-7,-6,1.0,98,-14,9,-2,1.6,-8
COc1ccc(S(=O)(=O)NCC(=O)NCc2cc(=O)n(C)c(=O)n2C)cc1C,0.2,0.0,-23,10,-1.9,.,7,17,0,-0.6,-14
Oc1ccccc1Oc1c(F)c(F)nc(N2CCCC2)c1F,-0.5,2.6,2,-53,10,101,-21,-5,2,1.4,-1
Cc1cccc(N2CCN(C3=NC(=O)C(=C4CCCCC4)S3)CC2)c1,1.2,3.1,.,-23,4.6,.,-9,0,0,0.8,-6
Cc1cc(=O)oc2cc(OCC(=O)NCCN3CCOCC3)c(Cl)cc12,2.3,2.2,10,25,-5.1,102,-6,-11,0,-1.4,-15
CCOc1ccc(S(=O)(=O)Nc2nc3ccccc3nc2Nc2ccc(N3CCOCC3)cc2)cc1,3.1,2.8,18,34,-6.8,97,10,-6,3,-1.2,-9
Cc1ccc2nc(Cl)c(/C=N/Nc3nc(C)cc(C)n3)c(=O)n2c1,0.0,0.7,7,4,-0.7,91,.,-5,2,-2.4,-1
Cc1ccc(CN(CCO)CCO)cc1,1.1,1.1,8,9,-1.7,98,-2,5,-2,-1.5,5
CCc1n[nH]c(=S)n1/N=C/c1c(O)ccc2ccccc12,-2.8,0.7,-5,-13,2.6,120,-3,6,-2,-0.9,4
COC(=O)C1CCN(C(=O)COC(=O)C2CCN(S(=O)(=O)c3ccc4c(c3)OCCO4)CC2)CC1,0.3,3.8,7,-12,2.9,113,7,10,-4,1.7,5
Cc1nn(Cc2noc(C(=O)NCc3ccc(F)cc3)n2)c(C)c1Br,1.4,3.7,8,9,-1.8,105,-12,16,-1,2.3,-4

# Overlap with the part before: six compounds, then new ones.
SMILES,AddAB inh,phage Ecoli inh,PfHsp90 set2,OPRM1-OPRD1 inv,OPRM1-OPRD1 ag,Pemphigus Ab inh,Mot1-301 SUMO,HTR5A inv ag,HTR5A ag ctr,Ecoli viability,PKA-R1A activ
CCOc1ccc(S(=O)(=O)Nc2nc3ccccc3nc2Nc2ccc(N3CCOCC3)cc2)cc1,3.1,2.8,18,34,-6.8,97,10,-6,3,-1.2,-9
Cc1ccc2nc(Cl)c(/C=N/Nc3nc(C)cc(C)n3)c(=O)n2c1,0.0,0.7,7,4,-0.7,91,.,-5,2,-2.4,-1
Cc1ccc(CN(CCO)CCO)cc1,1.1,1.1,8,9,-1.7,98,-2,5,-2,-1.5,5
CCc1n[nH]c(=S)n1/N=C/c1c(O)ccc2ccccc12,-2.8,0.7,-5,-13,2.6,120,-3,6,-2,-0.9,4
COC(=O)C1CCN(C(=O)COC(=O)C2CCN(S(=O)(=O)c3ccc4c(c3)OCCO4)CC2)CC1,0.3,3.8,7,-12,2.9,113,7,10,-4,1.7,5
Cc1nn(Cc2noc(C(=O)NCc3ccc(F)cc3)n2)c(C)c1Br,1.4,3.7,8,9,-1.8,105,-12,16,-1,2.3,-4
CC(NC(=O)C(=O)N/N=C\c1ccc([N+](=O)[O-])cc1)c1ccccc1 (centres undefined),3.6,4.4,-12,-24,4.5,99,-2,-19,-2,0.8,-4
COc1ccc(Cc2nnc(N=Nc3c(O)[nH]c4ccc(Br)cc34)[nH]c2=O)cc1,5.7,2.0,2,-8,1.2,93,-2,7,-3,-2.2,-13
Cc1ccc(S(=O)(=O)/N=c2\sccn2C)cc1,0.5,3.3,-26,11,-2.0,111,.,2,-1,0.2,-1
Cn1nc(C(=O)NNC(=O)CCOc2ccc(C(C)(C)C)cc2)c2ccccc2c1=O,-2.9,0.6,-8,13,-2.4,100,-12,8,-2,-0.7,-12
Clc1cccc(C2CCN(Cc3nc(CC4CC4)no3)C2)c1 (centres undefined),3.0,1.6,-16,-5,0.9,100,10,-27,0,0.8,-5
O=C(CNC(=O)c1ccccc1F)NCCOc1cccc(Cl)c1Cl,-0.6,2.3,25,5,-0.9,98,0,3,7,-1.2,12
Cc1ccc(NC(=O)CSc2nccn2Cc2ccccc2)cc1C,-2.9,1.8,28,-25,4.2,101,432,-55,3,-0.2,-8
Cc1ccc(-n2cccc2/C=N/n2cnnc2)cc1Cl,1.0,1.9,-10,9,-1.5,111,-3,2,2,-1.0,-2
COc1cc(CN2CCCC(CO)(Cc3ccccc3F)C2)ccc1O (centres undefined),1.5,2.2,-10,7,-1.5,111,-17,-4,1,0.1,-9
Nc1nnc(CCS(=O)(=O)c2ccc(Cl)cc2)s1,-0.9,0.0,6,-6,1.1,100,-22,-12,5,-0.4,1
CCc1ccc(C(=O)N/N=C(\C)c2ccncc2)s1,-1.1,0.5,3,-2,0.6,112,-6,3,-1,0.9,-2
CCc1cccc2c(C(=O)COC(=O)c3ccc(O)cc3)c[nH]c12,1.0,5.9,3,14,-2.5,115,-14,6,-1,1.6,-6
COc1ccccc1OCC(=O)Nc1cc(C)ccc1NC(=O)c1ccco1,0.4,1.1,10,14,-3.5,108,14,-19,7,-1.6,-11
CC(C)Oc1ccc(NC(=O)c2ccncc2)cc1,2.0,4.3,.,6,-1.0,96,2,19,0,-1.0,4
COC(=O)c1ccc(C(=O)NC2CCCc3c2cnn3-c2ccccc2F)nc1 (centres undefined),2.9,0.3,-1,8,-1.6,.,-14,5,-1,-2.2,-1
Cc1ccc(NC(=S)NNC(=O)C2CC2c2ccc(C)cc2)cc1 (centres undefined),3.4,5.8,24,2,-0.3,99,1,-31,2,-0.6,-12
CCCCNC(=O)c1ccc(NS(=O)(=O)c2ccccc2)cc1,1.7,0.9,-12,14,-2.7,97,-2,-9,3,3.6,7
CN(C)c1ccc(-c2nc3ccccc3n2C)cc1,2.0,-0.3,37,-40,6.7,123,-12,4,7,1.2,-8
Cc1nn(-c2ccccc2)c2nc(-c3ccco3)cc(C(=O)O)c12,-1.2,0.0,21,1,-0.2,101,25,-13,-3,-0.9,3
O=C1c2ccccc2C(=O)c2cc(N3CCCCC3)ccc21,.,3.3,5,-39,7.9,162,.,-3,1,.,-4

# Four entries from above, ordered by the value under phage Ecoli inh, smallest number first.
compound	phage Ecoli inh	OPRM1-OPRD1 inv	OPRM1-OPRD1 ag	Pemphigus Ab inh	Mot1-301 SUMO	PKA-R1A activ
COc1ccc(S(=O)(=O)NCC(=O)NCc2cc(=O)n(C)c(=O)n2C)cc1C	0.0	10	-1.9	.	7	-14
Cc1ccc2nc(Cl)c(/C=N/Nc3nc(C)cc(C)n3)c(=O)n2c1	0.7	4	-0.7	91	.	-1
COc1ccc(NC(=O)Nc2cccc(OC)c2)cc1	0.8	20	-4.4	124	62	-18
COc1cc(/C=N/Nc2snc(SC)c2C#N)cc(OC)c1OC	1.4	-46	8.2	99	9	-2

# The results go on.
SMILES,AddAB inh,phage Ecoli inh,PfHsp90 set2,OPRM1-OPRD1 inv,OPRM1-OPRD1 ag,Pemphigus Ab inh,Mot1-301 SUMO,HTR5A inv ag,HTR5A ag ctr,Ecoli viability,PKA-R1A activ
COc1ccc(N2CCN(C(=O)c3ccc(C)c(NC(=O)C4=C(C)OCCS4)c3)CC2)cc1,4.7,3.0,-11,13,-2.7,105,149,-4,-4,-1.5,-3
COc1cc2c(cc1OC)CN(C(=S)Nc1ccc(OC(F)F)cc1)CC2,-1.9,1.2,.,7,-1.4,112,42,-24,6,-0.2,-2
Cc1c(NC(=O)COC(=O)COc2ccc(Nc3ccccc3)cc2)c(=O)n(-c2ccccc2)n1C,-1.0,4.0,6,15,-3.1,106,-6,14,6,1.2,3
COc1cc(OC)cc(C(=O)NC(C(=O)Nc2ccc3c(c2)OCCO3)C(C)C)c1 (centres undefined),1.0,0.0,8,14,-3.7,97,-3,5,-1,-0.3,-3
COc1ccc(-c2cc(C3CCN(c4ncccc4[N+](=O)[O-])CC3)[nH]n2)cc1,1.0,1.7,-31,-15,2.8,101,-2,-2,3,-2.2,-4
Cc1ccccc1C(=O)Nc1ccc2c(c1)OCO2,2.4,1.4,7,19,-3.6,104,-10,-10,4,3.2,-3
CC(C)CCNC(=O)C1CCN(S(=O)(=O)c2ccc3c(c2)CC(C)N3C(=O)C2CCC2)CC1 (centres undefined),1.4,0.0,-5,3,-0.5,101,-14,-11,3,0.9,5
O=C(/C=C/c1cccc([N+](=O)[O-])c1)N1CCN(c2ccccn2)CC1,-2.1,0.2,4,18,-5.4,112,1,10,-3,0.7,-15
O=C(c1ccccn1)N1CCCC(N2CCN(c3ccc(F)cc3)CC2)C1 (centres undefined),2.9,0.2,-8,16,-3.0,93,7,3,4,-0.4,6
Cc1ccc2ncccc2c1NS(=O)(=O)c1ccccc1,-0.7,3.7,.,12,-2.2,88,5,-6,0,-3.3,-10
Nc1c(N(CCC2=CCCCC2)C(=O)c2ccco2)c(=O)[nH]c(=O)n1Cc1ccccc1,4.8,1.2,.,3,-0.4,94,7,1,0,2.1,0
C=CCN1C=C2C(=O)C(C)(OC(=O)CCc3ccccc3)C(=O)C=C2C=C1c1ccc(C#N)cc1 (centres undefined),-1.8,1.9,-3,-34,5.8,106,-2,2,-1,-2.8,1
